Compound activity (PubChem BioAssay)
RORgamma inh – blocks mouse ROR gamma transcriptional activity; actives 5.4% (n = 310,000); Potency, µM (doses to about 53.6 µM), inactives show at the highest dose activity change, negative = inhibition, usual class: inhibitors; Drosophila S2 Gal4-RORgamma UAS-luciferase reporter, 20 h; P51450; also: potency is read from the fitted curve at half-maximal effect; % is scaled to controls: 0 for no effect and ±100 for the full control effect; nearly all actives have a fitted effect of over 60% in size
Target sequence (P51450 whole entry, looked up, the tested form may be a part): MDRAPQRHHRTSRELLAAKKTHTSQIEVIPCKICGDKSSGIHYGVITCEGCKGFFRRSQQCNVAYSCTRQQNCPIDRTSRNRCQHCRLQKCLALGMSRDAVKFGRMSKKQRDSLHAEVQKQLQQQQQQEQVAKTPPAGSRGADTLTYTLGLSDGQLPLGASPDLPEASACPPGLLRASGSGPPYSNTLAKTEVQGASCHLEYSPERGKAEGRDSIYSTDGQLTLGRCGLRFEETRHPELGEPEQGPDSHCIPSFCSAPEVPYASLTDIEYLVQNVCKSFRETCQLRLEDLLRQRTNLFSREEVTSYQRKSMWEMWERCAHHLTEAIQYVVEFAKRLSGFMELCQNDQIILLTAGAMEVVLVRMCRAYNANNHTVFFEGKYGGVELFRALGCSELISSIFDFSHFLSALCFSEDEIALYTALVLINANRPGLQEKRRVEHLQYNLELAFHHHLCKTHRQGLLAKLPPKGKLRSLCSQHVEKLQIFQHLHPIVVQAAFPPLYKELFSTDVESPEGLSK
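Luciferase reporter read in Schneider cells carrying Gal4-RORγ (mouse) and UAS-Photinus luciferase; cells given compound 1 h before 700 uM copper sulfate induction, then incubated 20 h at ambient temperature.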
PKM2 act – increases activity of human pyruvate kinase M2; P14618; purified PKM2, Kinase-Glo ATP luminescence, activation; response scale: 0% is enzyme alone, no compound; Potency, µM (titrated, usually from 57.5 µM), without a hit: top-dose activation, most hits filed as activators; actives 0.34% (n = 260,000); AID 1631; also: potency is read from the fitted curve at half-maximal effect; % is scaled to controls: 0 for no effect and ±100 for the full control effect; nearly all actives have a fitted effect of over 55% in size
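ATP formation by purified human PK-M2, quantified via coupled luciferase luminescence after 1 h at room temperature with 0.1 mM ADP and 0.5 mM PEP final.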
FLuc counter – inhibits or activates purified firefly luciferase, miR-21 counter-screen; P08659; actives 6.9% (n = 360,000); AID 588342; purified FLuc, Km substrates, luminescence inhibition; Potency, µM (top dose mostly 57.5 µM), without a hit: top-dose activity change, negative = inhibition, usual class: inhibitors;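 also: potency is read from the fitted curve at half-maximal effect; plate controls were vehicle for no effect and reference inhibitor for full effect; nearly all actives have a fitted effect of over 55% in size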
Target sequence (P08659 whole entry, looked up): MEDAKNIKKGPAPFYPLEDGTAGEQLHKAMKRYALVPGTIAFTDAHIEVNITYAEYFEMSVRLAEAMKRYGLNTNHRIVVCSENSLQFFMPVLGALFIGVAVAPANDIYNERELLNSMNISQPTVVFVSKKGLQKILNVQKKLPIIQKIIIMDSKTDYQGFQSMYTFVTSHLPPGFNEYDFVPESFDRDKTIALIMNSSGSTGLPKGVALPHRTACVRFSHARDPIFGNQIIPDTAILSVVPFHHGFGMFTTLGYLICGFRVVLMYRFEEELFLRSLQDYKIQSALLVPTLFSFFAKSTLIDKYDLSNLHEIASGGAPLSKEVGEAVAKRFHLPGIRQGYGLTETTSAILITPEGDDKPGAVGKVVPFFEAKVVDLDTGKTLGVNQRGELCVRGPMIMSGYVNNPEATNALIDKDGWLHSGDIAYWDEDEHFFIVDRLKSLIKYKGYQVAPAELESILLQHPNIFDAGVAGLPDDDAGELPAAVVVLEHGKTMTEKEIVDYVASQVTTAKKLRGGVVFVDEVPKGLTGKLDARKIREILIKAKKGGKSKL
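Purified P. pyralis luciferase, 10 nM final, with Km-level 10 uM D-luciferin and 10 uM ATP in 50 mM Tris acetate pH 7.5, 10 mM Mg acetate, 0.01% Tween-20, 0.05% BSA; 6-point qHTS titration about 60 µM downward; luminescence read.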
Gal4-VP16 FLuc – Gal4-VP16 reporter inhibition counter-screen; Drosophila S2 Gal4-VP16 UAS-luciferase, luminescence, 20 h; Potency, µM (titrated, usually from 53.6 µM), for the others: at the highest dose activity, negative = inhibition, most hits filed as inhibitors; actives 3.5% (n = 310,000); AID 2546;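 also: Gal4-VP16 expression switched on by copper sulfate through the metallothionein promoter; potency is read from the fitted curve at half-maximal effect; % is scaled to controls: 0 for no effect and ±100 for the full control effect; nearly all actives have a fitted effect of over 50% in size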
NPC1 prom act – activates the NPC1 promoter | Huh7 NPC1 promoter luciferase reporter, 24 h | Potency, µM (highest dose often 9.22 µM), for inactives: at the highest dose activation, usual class: activators | actives 2.4% (n = 320,000);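 also: potency is read from the fitted curve at half-maximal effect; % of control where 0% means no effect; nearly all actives have a fitted effect of over 60% in size; reporter is driven by a mutant NPC1 promoter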
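Compounds in DMSO were transferred onto Huh7 NPC1-luciferase reporter cells pre-incubated 2 h; after 24 h at 37 °C, Amplite reagent was dispensed and luminescence recorded 10 min later.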
Rab9 promoter act – activates the Rab9 promoter | Potency, µM (series often up to 9.22 µM), inactives show at the highest dose activation, negative = inhibition, actives largely listed as activators | actives 2.8% (n = 320,000) | Huh7 Rab9 promoter-luciferase reporter, luminescence, 24 h; also: potency is read from the fitted curve at half-maximal effect; % of control where 0% means no effect; nearly all actives have a fitted effect of over 60% in size
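Stable Rab9-luc Huh7, 1500 cells/well, 2 h settle; cmpd in DMSO, 24 h, 37 °C/5% CO2; luciferase reagent 10 min RT; luminescence.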
Mito fusion act – mitochondrial division inhibition or fusion activation; S. cerevisiae fusion-defective mutant growth rescue, CellTiterGlo 48 h; Potency, µM (top dose mostly 46.1 µM), inactives show at the top dose growth rescue (activation), most hits filed as activators; actives 0.23% (n = 320,000);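 also: potency is read from the fitted curve at half-maximal effect; % of control where 0% means no effect; nearly all actives have a fitted effect of over 45% in size; temperature-sensitive fusion mutants such as fzo1-1 at 37 °C on non-fermentable ethanol glycerol medium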
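Compounds are tested for their ability to restore growth of mitochondrial fusion-defective yeast strains at non-permissive 37C in YPEG medium over 48 hours. Viability is quantified by luciferase luminescence.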
KCNH2 3.1 block – blocks the human KCNH2 3.1 channel isoform. U2OS KCNH2 3.1, thallium flux FluxOr; stronger effect = lower value. activity change, % (tested at about 1.8 µM). actives 0.95% (n = 340,000);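 active = maximum activity change below -70%; inconclusive = maximum activity change from -70% to -50%; inactive = maximum activity change above -50%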;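 also: thallium influx rate constant from kinetic fluorescence after stimulation buffer; % is scaled to controls: 0 for no effect and ±100 for the full control effect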
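Measured as rate of thallium-driven FluxOr signal in transduced U2OS cells carrying the 3.1 channel, read kinetically for 2 min upon stimulation; values are rate constants scaled to DMSO control wells.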
MBNL1-CUG inh – inhibitors of human MBNL1 binding to CUG repeat RNA; Q9NR56; TR-FRET MBNL1-His/biotin-(CUG)12 binding, 665/545 ratio; Potency, µM (series often up to 57.5 µM), inactives show top-dose activity change, negative = inhibition, most hits filed as inhibitors; actives 0.036% (n = 280,000); AID 2675; active = well fitted inhibition curve with a large enough effect in the signal ratio, with a control signal flat, not every such curve was filed as active; inconclusive = small, poorly fitted or top-dose-only effect, or effect the other way, or a change in a side signal; inactive = no such curve, though single readings can be large or run the other way; the % refers to the signal ratio; also: potency is read from the fitted curve at half-maximal effect; % is scaled to controls: 0 for no effect and ±100 for the full control effect
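Inhibition of protein-RNA binding appears as loss of TR-FRET between terbium anti-His antibody on MBNL1-His and streptavidin-XL665 on biotin-(CUG)12. Activity is normalized to buffer-only and uninhibited-complex controls.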
Menin-MLL TR inh – menin-MLL binding inhibition, Texas Red mutant peptide | O00255 | Menin + Texas Red MLL mutant peptide, fluorescence polarization | Potency, µM (top dose mostly 61.6 µM), inactives show at the highest dose FP activity change, negative = inhibition, usual class: inhibitors | actives 0.23% (n = 270,000); active = well fitted inhibition curve with a large enough effect in the polarisation, with a control signal flat, not every such curve was filed as active; inconclusive = small, poorly fitted or top-dose-only effect, or effect the other way, or a change in a side signal; inactive = no such curve, though single readings can be large or run the other way; the % refers to the polarisation; also: potency is read from the fitted curve at half-maximal effect; % of control where 0% means no effect; many of its hits are not listed in these tables
ELG1 repair inh – ELG1-dependent DNA repair inhibition; HEK293T ELG1-luciferase reporter, luminescence, 16 h; DNA damage induced by 5-fluorouridine; Potency, µM (top dose mostly 46.1 µM), inactives show at the top dose activity change, negative = inhibition, most hits filed as inhibitors; actives 2.3% (n = 330,000); also: potency is read from the fitted curve at half-maximal effect; % is scaled to controls: 0 for no effect and ±100 for the full control effect; nearly all actives have a fitted effect of over 55% in size
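Reporter activity after DNA damage by 5-fluorouridine is monitored. Compound-treated cells incubate 16 hr at 37 °C, then ONE-Glo is added for 30 min before luminescence reading.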
Numbers without * were called inactive; u = inconclusive; x = not tested or not shown; [ ] = dose if it differs, or a comment. Unless noted, calls follow the shape of the dose curve; as a rule, active = well fitted curve in the direction sought with a large enough effect; inconclusive = small, poorly fitted or top-dose-only effect, or another doubt; inactive = no such curve, though single readings can be large; an effect the other way counts as inactive or inconclusive. Some of the compounds tested; the hit share may differ from the screen's.

SMILES	RORgamma inh	PKM2 act	FLuc counter	Gal4-VP16 FLuc	NPC1 prom act	Rab9 promoter act	Mito fusion act	KCNH2 3.1 block	MBNL1-CUG inh	Menin-MLL TR inh	ELG1 repair inh
Cc1nn(CC(=O)NCCCc2ccccc2)c(C)c1[N+](=O)[O-]	-2%	x	-1%	-14%	3%	-3%	-3%	-7	1%	3%	-3%
COc1cc(CNCc2ccccn2)ccc1OCC(=O)NC1CCCCC1	-5%	0%	-1%	-7%	-1%	-2%	-5%	7	-6%	u	7%
CC#CC[N+](C)(CC#CC)CC(=O)c1ccccc1	-23%	x	1%	0%	-3%	2%	-11%	7	-2%	-18%	0%
COc1ccc(N2CCN(C(c3cc(OC)ccc3OC)c3nnnn3CC3CCCO3)CC2)cc1 (stereo unspecified)	-1%	-19%	4%	1%	0%	0%	0%	12	u	-35%	-1%
NC(=O)c1ccc(NC(=O)CCCN2C(=O)c3ccccc3C2=O)cc1	-7%	6%	4%	13%	-1%	5%	-4%	-4	-2%	-3%	23%
CN1CCN(c2ncnc3sc(-c4ccccc4)cc23)CC1	0%	-5%	-14%	-5%	-8%	-10%	3%	-13	u	-10%	0%
O=C(Cc1ccc(Cl)c(Cl)c1)OCC(=O)c1ccc[nH]1	-2%	1%	-13%	-8%	-6%	3%	3%	-37	2%	-3%	1%
Cc1ccc(CCNC(=O)CN(C)S(=O)(=O)c2ccc3c(c2)n(C)c(=O)c(=O)n3C)cc1	-17%	0%	-2%	-1%	0%	-1%	-5%	-14	-5%	x	-6%
CN(C)C(=O)C1CCC(=O)N1Cc1cccs1 (stereo unspecified)	-2%	-11%	-3%	-24%	-4%	-5%	-5%	23	-8%	-1%	15%
CSc1ccc(S(=O)(=O)NCc2ccc(Cl)cc2)cc1	-15%	5%	1%	-29%	-3%	-2%	19%	-13	-9%	22%	-3%
COc1ccc(C(=O)[C@H]2[C@H]3C(=O)N(c4ccc(C)cc4)C(=O)[C@H]3C3C=CC=NN32)cc1 (stereo partly specified)	-36%	10%	-7%	4%	-1%	3%	0%	-8	u	x	u
Cc1ccc(OC(C)C(=O)N(Cc2cccs2)C2CCS(=O)(=O)C2)cc1C (stereo unspecified)	20%	-7%	-1%	1%	0%	-8%	-2%	21	1%	x	-4%
CCCn1c(=NC(=O)c2ccc3c(c2)OCO3)c(C#N)cc2c(=O)n3cccc(C)c3nc21	-8%	-2%	1%[2.3 µM]	-17%	-4%	-1%	2%	x	19%	-10%	-1%
COc1ccc(C(=O)Nc2ccc(NC(=O)c3cccc(F)c3)cn2)cc1	-24%	-1%	-1%	-21%	-3%	-2%	-14%	-2	-2%	30%[activator]	u
O=C(CSc1nc2ccccc2o1)N1c2ccccc2Sc2ccc(C(F)(F)F)cc21	3%	-5%	2%	-3%	-2%	-9%	11%	-18	x	-16%	2%
NNc1nc2ccccc2nc1C(F)(F)F	-44%	-1%	-12%	-1%	1%	-9%	-5%	2	u	6%	u
O=C1NCC(=O)N(Cc2ccccc2)/C1=C/c1ccccc1	21%	-3%	-1%	0%	-1%	-4%	0%	15	3%	-1%	7%
CCC(CO)Oc1cc(NC(=O)c2ccc(F)cc2)c2ncn(C(C)C)c2c1 (stereo unspecified)	x	x	2%	x	0%	1%	-4%	12	x	x	-28%
Cc1nc(Cl)sc1C(=O)Nc1cccc(Cl)c1C	24%	-1%	-3%	1%	1%	1%	-3%	3	45%[activator]	-9%	-9%
C=CCOC(=O)C1=C[C@H](c2coc3ccccc3c2=O)C[C@H](OCc2ccc(CO)cc2)O1	-23%	3%	0%	u	4%	3%	2%	-2	3%	1%	8.2µM*
CC(=O)O[C@H]1C[C@@]2(O)[C@@H](OC(=O)c3ccccc3)C3[C@@](C)([C@@H](O)C[C@H]4OC[C@@]34OC(C)=O)[C@@H](O)[C@H](OC(C)=O)C(=C1C)C2(C)C (stereo partly specified)	-23%	-2%	-2%	-19%	-7%	0%	-2%	5	-7%	-10%	-11%
O=C(NNC(=O)c1cnccc1C(F)(F)F)c1cccc(Cl)c1	-26%	2%	1%	-17%	-2%	2%	-1%	6	7%	x	9%
Cc1occc1C(=O)N1CCC2(CCCN(Cc3ccc(F)c(F)c3)C2)C1 (stereo unspecified)	-1%	3%	1%	4%	1%	8%	1%	0	-3%	-22%	18%
CC(=O)c1ccc2c(c1)OCCOCCOc1ccc(C(C)=O)cc1OCCOCCO2	25%	-1%	0%	-9%	-10%	1%	6%	u	-3%	x	-3%
CCOCCCNC(=O)C1CCCN1S(=O)(=O)c1ccc(Cl)cc1 (stereo unspecified)	1%	-6%	4%	1%	-1%	-8%	3%	-3	4%	-1%	2%
CN(c1ccccc1)c1ccc(/C=C(\CCC(=O)O)c2nc3ccccc3s2)cc1[N+](=O)[O-]	12%	0%	-6%	-18%	1%	-5%	7%	-11	x	u	-5%
COc1cc(OC)cc(-c2c(C#Cc3ccsc3)c3cc(-c4ccc5cc[nH]c5c4)ccc3n2C)c1	x	x	-15%	x	-1%	0%	11%	2	x	x	10%
CCCn1c(SCC(=O)NC2CCCCC2)nnc1-c1ccccn1	6%	-2%	-1%	0%	1%	-3%	-6%	-10	0%	-16%	0%
Cc1cc(C)nc(NS(=O)(=O)c2ccc(N/C=C\C(=O)c3cccs3)cc2)n1	19%	3%	-7%	-3%	-2%	1%	1%	-12	u	4%	-10%
CC1CCCCN1S(=O)(=O)c1ccc(C(=O)Nc2nnc(-c3ccco3)o2)cc1 (stereo unspecified)	0.71µM*	3%	4%	0.63µM*	-8%	-19%	-2%	-6	3%	u	u
CC(CCc1ccccc1)NC(=O)C(=O)NCc1ccccc1 (stereo unspecified)	4%	2%	0%	-6%	-2%	0%	-1%	3	x	0%	1%
O=C(Nc1ccc(N2CCN(C(=O)c3ccc(Cl)cc3)CC2)cc1)c1cccnc1	-13%	-3%	-1%	-12%	-3%	-11%	5%	-26	4%	20%	u
COc1ccc(OC)c(S(=O)(=O)N(C)CC(=O)N2CCN(c3cccc(Cl)c3)CC2)c1	5%	12%	2%	-8%	-1%	u	2%	-2	-1%	0%	u
O=c1ccc2ccccc2n1Cc1cccc(F)c1	-15%	x	-3%	6%	-3%	-2%	6%	-3	-12%	-1%	u
COC(=O)CCSCC(=O)Nc1nnc(C)s1	-6%	-4%	4%	2%	1%	0%	-7%	7	2%	1%	1%
COc1ccc(/C=N/NC(=O)Cc2csc(Nc3cccc(C(F)(F)F)c3)n2)cc1C	u	18%	-10%	0%	-4%	0%	-8%	20	-1%	u	-25%
O=C(NC1(C(F)(F)F)N=C2SCCN2C1=O)c1ccccc1 (stereo unspecified)	-3%	5%	-2%	u	1%	-1%	-1%	-4	-5%	u	16%
CC(=O)Nc1ccc(S[C@@H](CCN2CC[C@H](O)CCC2=O)c2ccccc2)cc1	x	x	-10%	x	0%	-9%	-12%	-15	x	x	6%
C=CCOC(=O)C1=C[C@@H](c2csc3ccccc23)C[C@@H](OCc2ccc(CO)cc2)O1	-42%	7%	0%	-25%	-1%	11%	24%	12	8%	14%	u
Cc1cccc(C)c1OCC(O)CN(Cc1ccccc1O)C1CCCCC1 (stereo unspecified)	-7%	0%	-2%	2%	-3%	-14%	1%	-26	-6%	-22%	u
CCc1ccc(CNC(=O)C2CCC(=O)N2C2CCCCC2)cc1 (stereo unspecified)	0%	-1%	-1%	-1%	-2%	13%	0%	1	13%	-1%	-3%
COCC(C)NC(=O)C(C)N1c2cccc3cccc(c23)S1(=O)=O (stereo unspecified)	x	0%	-3%	x	1%	2%	1%	-2	9%	1%	-11%
CCc1ccc(NC(=O)CSc2nc(=O)n(CCCN(C)C)c3c2CCC3)cc1	x	x	5%	x	-2%	-10%	-6%	-1	x	x	8%
CCOc1cccc(C2C(C(=O)c3ccc(C)o3)=C(O)C(=O)N2Cc2ccncc2)c1 (stereo unspecified)	u	u	1%	0%	-2%	-8%	0%	-7	48%[activator]	u	6%
